Bioassay records as filed in PubChem BioAssay.
12-LOX inh: Primary qHTS assay for inhibitors of human arachidonate 12S-lipoxygenase (ALOX12): Round 2; Polyunsaturated fatty acid lipoxygenase ALOX12 (Homo sapiens), P18054; purified 12hLO, xylenol orange hydroperoxide absorbance; Potency, µM (titrated, usually from 108 µM), for the others: at the top dose activity change, negative = inhibition, hits mostly inhibitors; 580,000 tested, 1.1% active; active = well fitted inhibition curve with a large enough effect; inconclusive = small, poorly fitted or top-dose-only effect, or another doubt; inactive = no such curve, though single readings can be large or run the other way
Target sequence (P18054 whole entry, looked up): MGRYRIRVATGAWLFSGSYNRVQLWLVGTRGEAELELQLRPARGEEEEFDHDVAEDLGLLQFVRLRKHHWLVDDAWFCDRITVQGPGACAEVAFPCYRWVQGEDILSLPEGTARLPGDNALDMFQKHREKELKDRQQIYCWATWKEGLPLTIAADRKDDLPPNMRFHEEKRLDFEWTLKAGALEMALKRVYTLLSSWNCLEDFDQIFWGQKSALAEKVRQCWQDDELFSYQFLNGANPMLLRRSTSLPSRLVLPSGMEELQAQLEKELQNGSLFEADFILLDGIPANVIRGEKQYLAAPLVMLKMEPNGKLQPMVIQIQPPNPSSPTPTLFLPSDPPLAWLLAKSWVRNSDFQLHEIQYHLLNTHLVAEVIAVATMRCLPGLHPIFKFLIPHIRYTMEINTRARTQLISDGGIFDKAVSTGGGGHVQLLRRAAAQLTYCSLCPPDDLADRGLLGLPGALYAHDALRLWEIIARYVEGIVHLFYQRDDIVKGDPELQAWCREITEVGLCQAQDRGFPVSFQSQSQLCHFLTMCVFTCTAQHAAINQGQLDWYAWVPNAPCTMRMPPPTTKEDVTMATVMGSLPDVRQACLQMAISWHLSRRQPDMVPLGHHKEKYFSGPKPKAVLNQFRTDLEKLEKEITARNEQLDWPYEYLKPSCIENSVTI
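Purified human 12hLO (150 nM final) in 25 mM Hepes, 0.01% Triton X-100, pH 7.0 was preincubated 15 min at room temperature with compound. Then 40 uM arachidonic acid was added, 30 min. Hydroperoxide was read by Fe-XO absorbance ratio 573/405 nm.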
* marks the source's active call; other numbers are inactive results; ? = inconclusive; [ ] = another dose, or the depositor's remark. % is scaled to controls: 0 for no effect and ±100 for the full control effect; potency is read from the fitted curve at half-maximal effect. Some of the compounds tested. The share of hits here may be higher or lower than overall.

12-LOX inh	Molecule
14.3%	Cc1ccccc1S(=O)(=O)N1CCC(c2noc(-c3cccnc3)n2)C1 (stereo not drawn)
?	CN(C)c1ccc(-c2nccc(NCc3ccccc3)n2)cc1
53.2%[activator]	CCNC(=O)N1CCc2nc(OCCOC)ccc2C1
10.1%	O=C1NCCCCCCN(C(=O)NCc2ccccc2)[C@H]2C[C@H](c3nc(-c4cccnc4)no3)C[C@@H]12
-27.6%	COc1cccc(-c2n[nH]c(=O)c3c2C(c2ccc(C(C)(C)C)cc2)n2nnnc2N3)c1 (stereo not drawn)
39.1%[activator]	COc1ccc(CN2CC(c3nc(Cc4cccnc4)no3)C2)c(OC)c1
35.3%[activator]	CN1C(=O)CCCCC1C(=O)NC1CCCCC1 (stereo not drawn)
4.9%[57.4 µM]	O=C(Nc1cccc(F)c1)N1CCC2(CC1)CCN(C(=O)c1cccc(F)c1)CC2
78.2%[activator]	Cc1ccc(CN2CCCN(S(C)(=O)=O)C(c3ccccc3)CC(=O)NCC2)s1 (stereo not drawn)
?	CCc1nc2c(c(-c3ccc(Cl)cc3)n1)CCN(Cc1ccc(N(C)C)cc1)CC2
4.7%	CC(NC(=S)NNC=O)c1ccccc1 (stereo not drawn)
43.3%[activator]	CC(Oc1ccccc1)C(=O)N1CCc2c(c(-c3nncn3C(C)C)nn2C)C1 (stereo not drawn)
35.9%[activator][176 µM]	COc1ccc(O[C@H]2COCCN(C(=O)C3CCCC3)C2)cc1
25.5%	COc1cccc(C(=O)N2CCC(N3CC4CC(C3)[C@H]3CCCC(=O)N3C4)CC2)c1 (stereo partly drawn)
-3.0%	Cc1ccc2cccc(NC(=O)C(C)Oc3ccc(C(C)C)cc3)c2n1 (stereo not drawn)
12.9%	NC(=O)C1(C(=O)N2CCC3(CC2)CC(=O)N(C/C=C/c2ccccc2)C3)CC1
14.6%	COc1cc(CNCc2ccccc2C)ccc1OCC(O)CN1CCOCC1 (stereo not drawn)
43.7%[activator][176 µM]	C[S+](=O)([O-])N1CCC2(CC1)C(=O)NN=C2C1CC1
32.3%	COC(=O)C1(C(=O)OC)CC(C(=O)OC)(C(=O)OC)C(C(=O)OC)(C(=O)OC)C1
?	CCCCCOC(=O)CSc1nc2c(c(=O)[nH]c(=O)n2C)n1CCC
?	O=C(NCc1ccccn1)c1ccc(CN2C(=O)CCn3nccc32)cc1
-2.9%	CCCn1nc(C(=O)OCC(=O)Nc2ccc3c(c2)OCO3)c2ccccc2c1=O
67.0%[activator]	COc1ccc(-c2cc(N3CCCC(NC(=O)c4ccc(F)cc4Cl)C3)n[nH]2)cc1 (stereo not drawn)
?	COC(=O)C1=C(C)N(Cc2ccc(C(F)(F)F)cc2)C(=NCC2CC2)NC1c1ccccc1 (stereo not drawn)
-9.2%	CN(C)c1cccc(C(=O)Nc2ccc(C#N)cc2)c1
24.5%	Cn1cc([C@@H](NC(=O)CCc2cn3ccccc3n2)C2CC(O)C2)cn1 (stereo partly drawn)
4.4%	CC(C)(C)n1nc(C2CC2)c(Br)c1NC(=O)c1ccccc1Cl
-17.6%	Cc1cc(C)c2c(=O)n(CC(=O)Nc3ccccc3Cl)c(=O)n(C)c2n1
0.1%[176 µM]	CN(C)c1ccc(CN2CCOC[C@H]2c2ncc(-c3cccc(F)c3)[nH]2)cc1
-16.9%	CCCCCc1ccc(-c2ccc(-c3ccc(/C=C/C#N)cc3)nc2)cc1
?	CN(C(=O)CCc1ncc(-c2ccccc2)o1)C1CCS(=O)(=O)C1 (stereo not drawn)
4.2%	COc1ccccc1-n1c(SCC(N)=O)nc2c(c1=O)C1(CCCCC1)Cc1ccccc1-2
?	CCOc1cccc2cc(-c3nc(-c4ccc(F)cc4)no3)c(=O)oc12
-1.3%	Cc1cc2cc(NC(=O)c3ccc(C)c(C)c3)ccc2[nH]1
-0.1%[176 µM]	CC[C@H]1CN(C(=O)c2ccc(F)cc2)CC[C@H]1CC(=O)NCc1ccccc1OC
-9.4%	Cc1c(Cl)cccc1NC(=O)C1CCCCC1
?	COc1cccc(CNC(=O)c2ccc(Cn3ccn4nc5c(c4c3=O)CCCC5)cc2)c1
6.5%	CCC(C)NC(=O)C1(c2ccc(NC(C)=O)cc2)CCCCC1 (stereo not drawn)
0.0%	CN(C)c1ncc2nc(-c3cccs3)c(=O)n(Cc3cccs3)c2n1
11.5%	CC(C)NC(=O)c1cn(C2CCC(NC(=O)C(C)(C)C)CC2)nn1 (stereo not drawn)
53.8%[activator]	COc1ccc(NC(=O)CCCc2nc(C(C)C)no2)cc1OC1CCCC1
-1.9%	O=C(N1CCC(c2nc(-c3ccccc3)no2)C1)C1(c2ccccc2)CC1 (stereo not drawn)
39.6%[activator]	COc1ccc(NC(=O)N2c3ccccc3CC2c2nc(C(C)C)no2)c(OC)c1 (stereo not drawn)
-13.8%	CCc1nc(N2CCC(n3c(=O)[nH]c4ccccc43)CC2)c2cnn(C)c2n1
-36.7%	CCC1CCCCN1C(=O)CN1C(=O)N(c2ccc(F)cc2)S(=O)(=O)c2ccccc21 (stereo not drawn)
-17.0%	CCc1cccc(CC)c1NC(=O)Cn1nc(C(=O)O)c2ccccc2c1=O
6.9%	CCN(CC)S(=O)(=O)c1ccc(C)c(NC(=O)Cc2ccccc2F)c1
14.3%	O=C(C1CCCN(C2CCN(c3ncccn3)CC2)C1)N1CCOCC1 (stereo not drawn)
?	Cc1ccc(OCC(=O)n2nc(C)c(S(=O)(=O)N3CCc4ccccc4C3)c2C)cc1
27.4%	Cn1nc(C2CCN(C(=O)Cc3ccc(Cl)cc3)CC2)[nH]c1=O
-13.2%	COc1ccc(OC)c(CNC(=O)c2cc(=O)[nH]c3ccc(S(=O)(=O)N4CCCC4)cc23)c1
?	CC(C)c1nc2c(c(-c3ccc(O)cc3)n1)CN(CC1CC1)CC2
8.7%	COc1ccc(C(=O)O)cc1S(=O)(=O)Nc1cc(Cl)ccc1OCC(F)(F)F
?	Cc1cccc(-c2cc(Nc3ccc(C)c(C)c3)nc(C)n2)c1
5.4%	Cc1ccc(C)c(-c2nn(CC(O)COCc3ccccc3)c(=O)c3ccccc23)c1 (stereo not drawn)
50.1µM*	O=C(O)Cn1ccc2cc(OCCc3cccc(-c4cccc(F)c4)c3)cnc21
-14.5%[176 µM]	COC(=O)[C@H]1CN(C(=O)NC(C)C)CCN1S(C)(=O)=O
6.4%[6.33 µM]	Cn1cccc1CN1CCn2c(nn(-c3cccc(Cl)c3)c2=O)C1
-9.2%	CCCCNc1nc(-c2ccncc2)nc2ccccc12
-1.5%	CC(On1nnc2ccc(Cl)cc21)C(=O)Nc1ccccc1F (stereo not drawn)

3 compounds picked at random from those above:
12-LOX inh	Molecule
-13.8%	CCc1nc(N2CCC(n3c(=O)[nH]c4ccccc43)CC2)c2cnn(C)c2n1
-1.5%	CC(On1nnc2ccc(Cl)cc21)C(=O)Nc1ccccc1F (stereo not drawn)
-17.0%	CCc1cccc(CC)c1NC(=O)Cn1nc(C(=O)O)c2ccccc2c1=O

Back to the main list, repeating the four entries before the break.
12-LOX inh	Molecule
-14.5%[176 µM]	COC(=O)[C@H]1CN(C(=O)NC(C)C)CCN1S(C)(=O)=O
6.4%[6.33 µM]	Cn1cccc1CN1CCn2c(nn(-c3cccc(Cl)c3)c2=O)C1
-9.2%	CCCCNc1nc(-c2ccncc2)nc2ccccc12
-1.5%	CC(On1nnc2ccc(Cl)cc21)C(=O)Nc1ccccc1F (stereo not drawn)
-2.0%	CC(Oc1ccccc1)c1nc(-c2cccc(Br)c2)no1 (stereo not drawn)
23.3%	N#Cc1cccc(-c2cn3c(n2)N(C(=O)C2CCC2)CCC3)c1
6.7%	N#Cc1ccc(COC(=O)c2cc(-c3ccccc3)c(N3CCOCC3)s2)cc1
?	N#C/C(=C/c1ccccc1OC(F)F)c1ccccn1
20.4%	Cc1ccc(CN(C)C(C)C(=O)N(C)CC(=O)Nc2ccccc2C(F)(F)F)cc1 (stereo not drawn)
2.0%[6.33 µM]	CCc1cccc(-n2nnnc2N2CCN(C(=O)Nc3ccc(C)c(OC)c3)CC2)c1
-5.2%	CCC(=O)Nc1ccc(Cl)c(-c2nc3cc(C)ccc3o2)c1
105.4%[activator][176 µM]	COC[C@H]1C[C@@H](NC(C)=O)[C@H](O)[C@@H]1O
-31.9%	O=C(O)c1cccc(I)c1
14.5%	O=C(c1cccc(Cl)c1)N1CCn2c(nn(-c3ccc(C(F)(F)F)cc3)c2=O)C1
14.6%[176 µM]	O=C(O)CCCC(=O)N1CCN2C(=O)c3cc(Br)ccc3NC(=O)[C@@H]2C1
35.2%	CCOC(=O)c1csc(NC(=O)CC[C@H]2NC(=O)c3ccccc3NC2=O)n1
8.6%	O=C(Nc1ccc(Cl)cc1)NC1CCN(c2nc3ncccc3o2)CC1
128.7%[activator]	Cc1ccc(CN2CCCCCCN(C)C(=O)[C@@H]3CCC[C@@H]32)s1
?	Brc1ccc(C2=Nn3c(nnc3-c3ccc4c(c3)OCO4)SC2)cc1
?	CN1C(=C=Cc2cc(I)c(O)c(I)c2)C(C)(C)c2ccccc21
-113.2%	COC(=O)COc1ccc2c(c1)oc(=O)c1ccccc12
?	COCCn1cnnc1SC(C)c1ccc(F)cc1 (stereo not drawn)
1.4%	Cc1nn(-c2ccccc2[N+](=O)[O-])c(C)c1[C@@H]1C=C[C@@H](NC(=O)Nc2cccc(C#N)c2)C1
16.2%	C/C(CC(=O)Nc1ccc(Cl)cc1)=N\NC(=O)C1CCCCC1
?	Cc1cccc(-n2cc(-c3ccccc3)c3c(N4CCCC4)ncnc32)c1
14.9%	Cc1nn(CC(C)C)c2sc(C(=O)Nc3ccc(S(=O)(=O)N4CCOCC4)cc3)cc12
43.1%[activator]	Cc1ccc(C)c(CN2C[C@@H]3C(=O)N(C)C(=O)[C@@H]3C2)c1
1.2%	Cc1ccccc1OCCOC(=O)c1ccc2nccnc2c1
?	CCN1CCC2(Cc3ccccc3CN(C(=O)Cc3ccc(OC)cc3)C2)C1 (stereo not drawn)
?	O=C(Nc1cccc(Cl)c1F)C1CC(=O)N(C2CCCC2)C1 (stereo not drawn)
46.5%[activator]	O=C1CCN(S(=O)(=O)c2ccccc2)CCCC(C(=O)N2CCOCC2)CCN1 (stereo not drawn)
-2.5%	CCOc1ccc(CN(C)C(=O)Cn2nc(C(=O)O)c3ccccc3c2=O)cc1
-15.9%[176 µM]	O=C1COc2ccc(-c3cncnc3)nc2CN1Cc1ccc(F)cc1
?	O=C(NCc1ccccc1)C1CCCN(C2CCN(C(=O)c3ccco3)CC2)C1 (stereo not drawn)
-2.3%	O=C(Cn1c(=O)c2c(n1Cc1ccccc1)CN(Cc1ccccc1)CC2)NCc1ccc(F)cc1
-29.5%	CC1CN(c2ccccc2C=O)CC(C)O1 (stereo not drawn)
28.2µM*	OC[C@@H]1O[C@H](CNCc2ccc(F)cc2)[C@H](N2CCOCC2)[C@@H]1O
19.4%	COc1cc(OC)c(NC2=NS(=O)(=O)C(c3ccccc3)=C2C)cc1Cl
-3.9%	O=C(Cn1ccn2nc(-c3ccccc3)c(CO)c2c1=O)Nc1ccc(C(F)(F)F)cc1
8.6%	Cn1c(=O)c2c(nc(NCCO)n2Cc2cccc(Br)c2)n(C)c1=O
28.7%	CCc1ccc(C(=O)N2CCC3(CC2)N(CCOC)C(=O)CS3(=O)=O)cc1
25.6%[176 µM]	O=C1NC2(CCN(C(=O)Cc3ccccc3)C2)Oc2ccccc21 (stereo not drawn)
25.7%	COc1cc(-c2noc(-c3nc(-c4ccc(C)cc4)no3)n2)cc(OC)c1OC
-1.5%	CCCCCOc1ccc2c(C)c(CCCCC)c(=O)oc2c1

Some of these compounds in order of molar mass, low to high:
12-LOX inh	Molecule
28.2µM*	OC[C@@H]1O[C@H](CNCc2ccc(F)cc2)[C@H](N2CCOCC2)[C@@H]1O
25.7%	COc1cc(-c2noc(-c3nc(-c4ccc(C)cc4)no3)n2)cc(OC)c1OC
?	O=C(NCc1ccccc1)C1CCCN(C2CCN(C(=O)c3ccco3)CC2)C1 (stereo not drawn)

The list goes on.
12-LOX inh	Molecule
36.8%	COc1ccc(C(=O)N[C@@H]2CCC[C@@H]2C(=O)N2CCN(c3cccc(OC)c3)CC2)cc1
-8.4%	Cc1ccc(-c2nn(C)c(=O)c3ccccc23)cc1CNC(=O)c1ccc(Cl)cc1
-46.9%	CC(C)Oc1ccc(C(=O)Nc2ccc3oc(-c4cccnc4)nc3c2)cc1
10.2%	COC(=O)c1ccc(CN2C(=O)[C@]3(OCCC=C[C@H]3C)c3ccccc32)cc1
10µM*	Clc1ccc(-c2csc(NC3CC3)n2)cc1Cl
30.2%	O=c1c2cc(-c3ccccc3)nn2ccn1CC(O)c1ccccc1 (stereo not drawn)
60.9%[activator][176 µM]	CC(C)CC(=O)Nc1ccc([C@H]2OCC(=O)N(C3CCOCC3)[C@@H]2CO)cc1
-37.2%	COc1ccc2c(c1)c(C(C(=O)O)N1CCN(C(C)=O)CC1)cn2CCC(=O)O (stereo not drawn)
29.0%	CC(C)NC(=O)C1c2ccccc2C(=O)N(Cc2ccco2)C12CCCCC2 (stereo not drawn)
-6.6%	CSCc1cc(C(=O)NC2CC2)c(N)s1
-12.0%	COc1cccc(C(O)c2nccn2Cc2ccccc2)c1 (stereo not drawn)
?	Oc1cc(-c2nc3ccccc3s2)cc2c1OCCN(Cc1cccn1-c1nccs1)C2
13.1%[176 µM]	COC(=O)N1CCCc2nc(C)nc(-c3ccc(O)cc3)c2C1
?	Cc1oc2cc(OCC(=O)Nc3ccc(O)cc3)ccc2c(=O)c1-c1ccccc1
-0.1%[6.33 µM]	O=[S+]1([O-])NCC2(CCCN(Cc3ccncc3)C2)Oc2ncccc21 (stereo not drawn)
